Screens from PubChem.
LmPK inhibitor: qHTS Assay for Inhibitors of Leishmania Mexicana Pyruvate Kinase (LmPK). actives 0.37% (n = 290,000). purified LmPK, Kinase-Glo ATP luminescence, 1 h. Q27686. Potency, µM (doses to about 57.5 µM), for inactives: at the highest dose activity change, negative = inhibition, actives largely listed as inhibitors; also: potency is read from the fitted curve at half-maximal effect
Target sequence (Q27686 whole entry, looked up): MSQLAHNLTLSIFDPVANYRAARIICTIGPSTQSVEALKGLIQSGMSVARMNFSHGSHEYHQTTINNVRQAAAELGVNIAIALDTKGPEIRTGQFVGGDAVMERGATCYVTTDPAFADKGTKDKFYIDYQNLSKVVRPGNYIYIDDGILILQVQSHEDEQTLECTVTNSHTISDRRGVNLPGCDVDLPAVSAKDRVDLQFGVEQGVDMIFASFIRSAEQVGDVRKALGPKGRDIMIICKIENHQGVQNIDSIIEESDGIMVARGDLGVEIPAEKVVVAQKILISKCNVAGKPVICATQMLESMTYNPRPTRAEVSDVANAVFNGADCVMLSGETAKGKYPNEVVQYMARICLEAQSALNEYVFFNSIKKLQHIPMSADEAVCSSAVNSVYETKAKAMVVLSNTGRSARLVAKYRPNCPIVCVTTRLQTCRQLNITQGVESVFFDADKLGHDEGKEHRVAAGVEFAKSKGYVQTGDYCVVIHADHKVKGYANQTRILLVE
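Pyruvate kinase activity monitored as ATP production (luciferase luminescence). Conditions: 0.1 nM enzyme, 0.5 mM PEP, 0.1 mM ADP, 1 h, RT; normalized against uninhibited and no-enzyme wells.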
AmpC detergent: qHTS Inhibitors of AmpC Beta-Lactamase (assay with detergent); P00811; AmpC hydrolysis of nitrocefin, absorbance 480 nm, 0.01% Triton; Potency, µM (highest dose often 114 µM), for the others: at the top dose activity change, negative = inhibition, usual class: inhibitors; actives 0.041% (n = 370,000);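 also: potency is read from the fitted curve at half-maximal effect; 0% = no-compound wells and -100% = no-enzyme wells; nearly all actives have a fitted effect of over 25% in size; some results filed as inactive show a strong effect at the top dose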
Target sequence (P00811 whole entry, looked up): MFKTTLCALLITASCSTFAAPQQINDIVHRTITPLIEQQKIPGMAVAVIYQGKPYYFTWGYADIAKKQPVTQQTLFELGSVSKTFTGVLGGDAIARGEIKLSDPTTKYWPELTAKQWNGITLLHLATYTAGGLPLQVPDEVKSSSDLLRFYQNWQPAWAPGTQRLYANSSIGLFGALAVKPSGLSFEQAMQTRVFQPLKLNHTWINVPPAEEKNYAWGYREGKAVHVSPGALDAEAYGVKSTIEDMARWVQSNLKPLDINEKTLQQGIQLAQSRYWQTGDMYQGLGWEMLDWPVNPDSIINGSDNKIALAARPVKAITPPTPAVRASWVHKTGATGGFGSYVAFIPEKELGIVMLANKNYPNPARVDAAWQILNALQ
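20 mM phosphate pH 7.0 + 0.01% (detergent screen) or 0.0001% Triton X-100; 5.3 nM AmpC reagent; cpd preinc 15 min RT; nitrocefin (800 uM stock) to start; A480 q20 s × 4 min; Activity was normalised to no-enzyme and no-compound control wells.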
AmpC no deterg: qHTS Inhibitors of AmpC Beta-Lactamase (assay without detergent); Potency, µM (titrated, usually from 57.1 µM), for the others: at the highest dose activity change, negative = inhibition, most hits filed as inhibitors; actives 0.52% (n = 330,000); AmpC nitrocefin hydrolysis, absorbance 480 nm, 0.0001% Triton; P00811; AID 485341, 2010;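 also: potency is read from the fitted curve at half-maximal effect; plate controls were no compound for no effect and no enzyme for full effect; nearly all actives have a fitted effect of over 20% in size; some results filed as inactive show a strong effect at the top dose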
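AmpC (5.3 nM in the dispensed reagent) in 20 mM phosphate pH 7.0 with 0.01% (detergent screen) or 0.0001% Triton X-100 was preincubated with compounds for 15 min at room temperature. Nitrocefin was then added from an 800 uM solution, and hydrolysis was followed at 480 nm.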
HCMV antiviral: qHTS Assay for inhibitors of the human cytomegalovirus (HCMV); HFF cells, HCMV-luciferase reporter, 72 h; stronger effect = lower value; actives 4.5% (n = 410,000); AID 1259415, 2018; activity change, negative = inhibition, % at 57.5 µM; in the data active = activity change below about -60%; inconclusive = no clear call, values can overlap the other calls; inactive = above about -39%
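Luciferase read-out from HCMV-luciferase-infected HFFs (MOI 1 PFU/cell) 72 h post infection at 37C; compounds added after 16 h cell attachment; activity normalized between buffer-only basal and Salinomycin (10uM) inhibitor controls.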
AMA1 RON2 block: qHTS for Inhibitors of AMA1-RON; Towards Development of Antimalarial Drug Lead: Primary Screen. AlphaScreen AMA1-biotinylated RON2 peptide binding. Potency, µM (doses to about 58.2 µM), for inactives: top-dose activity change, negative = inhibition, most hits filed as inhibitors. actives 0.2% (n = 360,000). AID 720542, 2013;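 also: potency is read from the fitted curve at half-maximal effect; 0% = vehicle wells and -100% = peptide control; nearly all actives have a fitted effect of over 45% in size; some results filed as inactive show a strong effect at the top dose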
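AMA1 (3D7) with his tag at 25 nM final met compounds first, then biotinylated RON2 peptide at 25 nM; detection used donor plus acceptor beads, 10 µg/mL apiece, read by AlphaScreen after 30 min at room temperature.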
TbPYK inhibitor: qHTS of Trypanosoma Brucei Inhibitors; actives 0.12% (n = 410,000); TbPYK enzyme, Kinase-Glo Plus ATP luminescence, 45 min; Potency, µM (series often up to 76.8 µM), without a hit: at the top dose activity, negative = inhibition, most hits filed as inhibitors; AID 624173, 2012; also: potency is read from the fitted curve at half-maximal effect; nearly all actives have a fitted effect of over 50% in size
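Quantitative HTS: titrated library compounds versus trypanosomal pyruvate kinase in TEA buffer (pH 7.2) containing KCl, MgCl2, BSA and Tween-20. Reactions were initiated with ADP, 130 uM final. Kinase-Glo Plus luminescence was read after 45 min at RT.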
Sm TGR inh: qHTS Assay for the Inhibitors of Schistosoma Mansoni Peroxiredoxins; Schistosoma mansoni thioredoxin glutathione reductase (TGR), Q962Y6; purified TGR, DTNB reduction, TNB absorbance 405 nm; Potency, µM (highest dose often 114 µM), for inactives: at the top dose activity change, negative = inhibition, most hits filed as inhibitors; actives 3% (n = 360,000); also: potency is read from the fitted curve at half-maximal effect; nearly all actives have a fitted effect of over 60% in size
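First, TGR (20 nM dispensed) and NADPH were mixed with compound. Second, a 15 min room-temperature incubation followed. Third, further NADPH and then DTNB were added to start the reaction. Finally, TNB absorbance was monitored kinetically.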
* = called active by the depositor; ? = inconclusive; · = no result given; & = joins results of further samples; [ ] = dose if it differs, or a comment. Unless noted, calls follow the shape of the dose curve; as a rule, active = well fitted curve in the direction sought with a large enough effect; inconclusive = small, poorly fitted or top-dose-only effect, or another doubt; inactive = no such curve, though single readings can be large; an effect the other way counts as inactive or inconclusive. Unless noted, % is scaled to controls: 0 for no effect and ±100 for the full control effect. Rows were taken by chance. About 7.4% of those tested had a hit in this group.

SMILES	LmPK inhibitor	AmpC detergent	AmpC no deterg	HCMV antiviral	AMA1 RON2 block	TbPYK inhibitor	Sm TGR inh
COc1ccc(N(CC(=O)N2CCCC(C)C2)S(=O)(=O)c2c(C)nn(C)c2C)cc1 (stereo unspecified)	-1%	-4%	101%[activator]	7	-2%	2%	-5%
CC(=O)Nc1ccc(S(=O)(=O)Nc2nc(C)nc3sc4c(c23)CCC4)cc1	5%	7%	-22%	5	1%	0%	-8%
O=C(Cc1cccc2ccccc12)NC(NC(=S)Nc1ccccc1Cl)C(Cl)(Cl)Cl (stereo unspecified)	-1%	-7%	?	-39	-11%	-25%	-2%
Cc1ccc(CN2C(=O)c3ccccc3C2C(=O)NC2CCCCCC2)cc1 (stereo unspecified)	·	22%	·	-20	·	6%	9%
Cc1cc(=O)n(C)c(=O)n1CCCCCN1CCCC1	-10%	?	-15%	30	-9%	-7%	-14%
CCCCC[C@@H](C)N1C[C@@H](COCc2ccccc2)Oc2cc(N3CC[C@@H](O)C3)ccc2S1(=O)=O	·	·	·	-16	-23%	-8%	·
CCN(CC)C(=O)CSc1ncnc2c(-c3cccs3)nsc12	8%	?	-30%	55	19%	-13%	-21%
CN=c1scc(-c2ccco2)n1/N=C/c1ccc(O)c(O)c1	5.6µM*	4%	-44%	68	-12%	-14%	10µM*
CC1(C)Cc2nc3sc4c(=O)[nH]cnc4c3cc2CS1	-11%	-12%	-18%	96	-7%	-2%	10%
Cc1cc(S(=O)(=O)NC2CCCCC2)ccc1OCC(=O)NCc1cccnc1	0%	5%	19%	-34	-26%	5%	-20%
Cc1[nH]cnc1CSCCN	16%	-9%	-3%	10	36%[activator]	1%	4%[11.4 µM]
COC(=O)c1ccc(NC(=O)CCc2c(C)nc3c(c(C)nn3-c3ccc(C)cc3)c2C)cc1	·	0%	·	-20	·	1%	-16%
COCCN1Cc2cc3cc(C)ccc3nc2SC1=Nc1ccc(OC)cc1	2%	0%	2%	-19	?	-3%	-19%[57.1 µM]
O=C(CCCN1C(=O)[C@H]2CC=CC[C@H]2C1=O)NCc1nc(-c2ccc(Cl)cc2)no1	-15%	-7%	127%[activator]	-8	-11%	5%	-14%
CC1=CC(c2ccccc2)n2nc(N3C(=O)CCC3=O)nc2N1 (stereo unspecified)	-2%	0%	-9%	28	47%[activator]	6%	53%[activator]
Cc1ccc(S(=O)(=O)N2CCCCC2)cc1C(=O)NCc1ccccn1	7%	-3%	-3%	-12	16%	-4%	-4%
COc1ccccc1NC(=O)c1oc2ccc(C)cc2c1C	-2%	-12%	0%	37	7%	8%	0%
O=C(C(=O)N1CCCC1)c1c(-c2ccccc2)[nH]c2ccccc12	-8%	-15%	-12%	-38	3%	0%	-8%
CNc1cncc(-c2cccc(OC)c2F)n1	·	·	·	61	-9%	-5%	·
CCN(C(=O)CN1C(=O)NC2(CCCC2)C1=O)c1nc2c(C)cccc2s1	·	·	·	27	-9%	-10%	·
Cc1ccc(NC2=NCC(=O)N2Cc2cccs2)cc1C	5%	-5%	-4%	32	-3%	28%	·
CCN1C/C(=C/c2cccs2)c2nc3ccccc3c(C(=O)O)c2C1	3%	?	-1%	-20	-8%	?	?
COc1ccc([N+](=O)[O-])cc1NC(=O)N(C)Cc1ccco1	0%	-8%	-8%	-14	-5%	2%	-1%
CCCCCOc1ccc(Br)cc1CSC(=N)N	3%	1%	2%	-98*	-4%	1%	1%
CSc1c(-c2ccccc2)nc2ccccc2c1C(=O)O	0%	?	-5%	49	3%	0%	-3%
Cn1c(=O)[nH]c2cc(-c3noc(-c4ccc(F)cc4)n3)ccc21	·	2%	·	18	·	-1%	4%
O=C(NCc1cccc(Cl)c1)c1ccc(CS(=O)Cc2ccccc2Cl)o1 (stereo unspecified)	1%	-15%&20%	56%	?	-5%	1%&4%	?
COc1cc(C(F)(F)F)ccc1C(=O)NCCc1ccco1	-6%	-3%	14%	6	-15%	-5%	-31%
Cc1nc2c(c(=O)c3ccccc3n2C)c(=O)n1-c1ccc(F)cc1	-10%	-4%	32%	16	17%	-3%	2%
Cc1ccccc1OCC(=O)NCC(=O)OCC(=O)c1ccc2ccccc2c1	3%	10%	21%	-23	7%	-1%	13%

A different layout for 2 compounds above:
mol | LmPK inhibitor | AmpC detergent | AmpC no deterg | HCMV antiviral | AMA1 RON2 block | TbPYK inhibitor | Sm TGR inh
O=C(Cc1cccc2ccccc12)NC(NC(=S)Nc1ccccc1Cl)C(Cl)(Cl)Cl (stereo unspecified) | -1% | -7% | ? | -39 | -11% | -25% | -2%
CNc1cncc(-c2cccc(OC)c2F)n1 | · | · | · | 61 | -9% | -5% | ·

The list continues:
SMILES	LmPK inhibitor	AmpC detergent	AmpC no deterg	HCMV antiviral	AMA1 RON2 block	TbPYK inhibitor	Sm TGR inh
CCOc1ccc(NC(=O)Cn2c(=O)cc(C)c3c(C)nn(C)c32)cc1	·	-5%	·	-1	·	4%	-6%
Cc1cccc(OCC(=O)Nc2nnc(S(=O)(=O)N3CCCCC3)s2)c1	6%	-5%	-37%	-26	-22%	-10%	2%
COc1ccc(NC(=O)C(C)Sc2ccccc2)cc1 (stereo unspecified)	-5%	3%	-19%	64	2%	-3%	1%
CCOC(=O)Cc1c(C)nc2c(-c3ccccc3)c(C)nn2c1C	4%	-1%	122%[activator]	28	8%	0%	4%
CCc1cccc(NC(=O)C2CCCN2C(=O)Nc2ccc(C)cc2)c1 (stereo unspecified)	9%	-13%	-12%	-19	2%	-8%	0%
COc1ccc(S(=O)(=O)NCCS(=O)(=O)N2CCN(c3ccccc3)CC2)cc1	·	-14%	-11%	-30	0%	-7%	-8%
O=C(CSc1nnc(-c2ccc(C(F)(F)F)cn2)o1)Nc1ccccc1Cl	-4%	-7%	-2%	45	-6%	-6%	1%
Cc1ccc(S(=O)(=O)N2CCN3CCCC3C2)cc1 (stereo unspecified)	-2%	-3%	1%	?	2%	4%	-2%
Cc1[nH]c2ccccc2c1CCNCc1ccco1	0%	-2%	-19%	-30	-8%	-1%	-33%
O=c1cnnc(SCc2ccc([N+](=O)[O-])cc2)[nH]1	1%[11.5 µM]	4%	-24%	1	?	-2%	1%
COC(=O)c1c(NC(=O)c2ccccc2N(C)S(=O)(=O)c2ccccc2)sc2c1CCCC2	-1%	2%	-28%	?	-3%	-4%	1%
COc1cccc(/C=C/c2onc(C)c2S(=O)(=O)N2CCC(C(=O)N3CCCCC3)CC2)c1	·	-6%	·	?	·	-7%[15.4 µM]	0%
c1cncc(CSc2ccc(-c3ccc4c(c3)OCO4)nn2)c1	7%[11.5 µM]	-10%	-27%	50	9%	-4%	-2%
O=C1C2C(C(=O)N1CC1CCCO1)C1C=CC2C12CC2 (stereo unspecified)	-1%	-3%	·	-26	1%	2%	2%
O=C(NNC(=O)C1CCN(S(=O)(=O)c2c(Cl)cccc2Cl)CC1)c1ccccc1O	·	-22%	-26%	-40	107%[activator]	-4%	-10%

As a working copy, three of the compounds above.
SMILES	LmPK inhibitor	AmpC detergent	AmpC no deterg	HCMV antiviral	AMA1 RON2 block	TbPYK inhibitor	Sm TGR inh
c1cncc(CSc2ccc(-c3ccc4c(c3)OCO4)nn2)c1	7%[11.5 µM]	-10%	-27%	50	9%	-4%	-2%
O=C1C2C(C(=O)N1CC1CCCO1)C1C=CC2C12CC2 (stereo unspecified)	-1%	-3%	·	-26	1%	2%	2%
O=C(NNC(=O)C1CCN(S(=O)(=O)c2c(Cl)cccc2Cl)CC1)c1ccccc1O	·	-22%	-26%	-40	107%[activator]	-4%	-10%

Following part
SMILES	LmPK inhibitor	AmpC detergent	AmpC no deterg	HCMV antiviral	AMA1 RON2 block	TbPYK inhibitor	Sm TGR inh
COc1ccccc1CCNC(=O)Cn1ccc2cc(S(=O)(=O)N3CCCCCC3)ccc21	·	0%	·	-21	·	2%	-2%
CN1CCN(c2ccc(NC(=O)C(C)(c3ccccc3)c3ccccc3)cc2)CC1	4%	-7%	146%[activator]	-36	7%	-6%	-1%
COc1cccc(C2(c3cccc(OC)c3)CC2C(=O)Nc2ccccc2Cl)c1 (stereo unspecified)	0%	?	-24%	?	-2%	-10%	-1%
CCCCCC(=O)N(CN1C(=O)CCC1=O)c1ccccc1	3%	-12%	-13%	17	-1%	-4%	4%
Cc1cc(C(=O)CSc2nn3c(=O)c(C(C)(C)C)nnc3s2)c(C)n1C1CC1	-3%	-4%	-17%	-10	-9%	-16%	-28%
COC(=O)c1cc(NC(=O)Cn2ncc3c([nH]c4ccccc43)c2=O)cc(C(=O)OC)c1	·	-1%	·	13	·	-3%	-2%
C/C(=N\NC(=O)C1(C)CC1(Br)Br)c1cccc(NC(=O)c2ccc(C)o2)c1 (stereo unspecified)	4%	-6%	-1%	-13	-4%	5%	1%
O=C(CSc1nc2ccsc2c(=O)n1-c1ccc(Br)cc1)NCc1ccc(Cl)cc1	·	14%	·	17	·	4%	2%
O=C(c1cc(-c2ccc(Br)cc2)on1)N1CCCC1	-3%	-6%	19%	54	1%	-6%	3%
CC(C)(C)c1nnc(N/N=C/c2ccccc2)n(N)c1=O	2%	-15%	-8%	-8	57%[activator]	-6%	8%
CNS(=O)(=O)c1ccc2c(c1)NC(=O)C1CCCN21 (stereo unspecified)	-3%	?	-44%	-1	-7%[11.6 µM]	-5%	?
CCOc1ccc(CCNC(=O)C2CC(=O)N(Cc3ccc(C)cc3)C2)cc1OCC (stereo unspecified)	·	-6%	113%[activator]	-16	17%	3%	-10%
Cc1ccc(NC(=O)CSc2nnc(CCC(=O)O)c(=O)[nH]2)cc1	17%	4%	-26%	?	-4%	-7%	11%
COc1ccc(C2C(CC(=O)O)=C(Nc3ccccc3)C(=O)N2c2ccccc2)cc1 (stereo unspecified)	6%	-5%	-56%	21	0%	1%	?
CC(=O)Nc1ccc(NC(=O)COc2cc(C)cc3oc(=O)cc(C)c23)cc1	1%	1%	-9%	14	-6%	2%	-5%
CCc1c(C)sc(NC(=O)c2ccco2)c1C(=O)N1CCOCC1	2%	-11%	-8%	-22	13%	-6%	-12%
COC(C(=O)N/N=C(\C)CC(=O)Nc1ccc(Cl)cc1C)c1ccccc1 (stereo unspecified)	1%	-2%	40%	-25	50%[activator]	-1%	9%
OCCN1CCN(CC/C=C2/c3ccccc3Sc3ccc(Cl)cc32)CC1	·	-8%	227%[activator]	?	?	-13%	-15%
